# GSK3 alpha inh – blocks human GSK-3 alpha kinase; ADP-Glo luminescence, 60 min; actives 0.1% (n = 320,000); P49840; AID 2650; inhibition, % at 10 µM;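 in the data active = inhibition above about 50%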;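 also: GST-tagged GSK-3 alpha with peptide substrate and 25 µM ATP; 0% = DMSO neutral wells and 100% = GW8510 positive control wells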
# Target sequence (P49840 whole entry, looked up): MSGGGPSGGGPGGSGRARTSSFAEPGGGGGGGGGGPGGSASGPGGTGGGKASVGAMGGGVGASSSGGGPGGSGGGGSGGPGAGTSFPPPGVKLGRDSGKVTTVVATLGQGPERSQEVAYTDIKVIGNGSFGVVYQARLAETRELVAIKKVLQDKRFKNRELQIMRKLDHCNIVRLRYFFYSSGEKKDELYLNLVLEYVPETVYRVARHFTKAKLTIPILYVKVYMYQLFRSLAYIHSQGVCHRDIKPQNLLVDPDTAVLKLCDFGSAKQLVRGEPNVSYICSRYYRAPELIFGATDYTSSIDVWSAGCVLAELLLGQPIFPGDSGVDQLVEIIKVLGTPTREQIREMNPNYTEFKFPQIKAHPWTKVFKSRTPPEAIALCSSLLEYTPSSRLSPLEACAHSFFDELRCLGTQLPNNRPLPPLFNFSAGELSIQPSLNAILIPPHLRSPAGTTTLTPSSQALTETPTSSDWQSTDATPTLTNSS
# DYRK1A inh – Dyrk1A (rat) kinase inhibition. Q63470. ADP-Glo luminescence, NFATc1 peptide. inhibition, % at 12.5 µM. actives 0.43% (n = 310,000); in the data active = inhibition above about 50%;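 also: plate controls were vehicle with enzyme for no effect and no enzyme for full effect; many of its hits are not listed in these tables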
# Active calls of the source: *; & = joins results of further samples.
SMILES	GSK3 alpha inh	DYRK1A inh
C=CC[C@@H](CC(=O)N(CCO)Cc1ccccc1)C(=O)N[C@@H](C)COC(=O)[C@@H](CC=C)Cc1ccc(F)cc1	-1	0
Cc1ccc(NC(=O)c2ccc(Cl)c(S(=O)(=O)N3CCCCC3)c2)nc1	0	13
Cc1cc(C(=O)CCC(=O)N2CCN(c3ccccc3O)CC2)c(C)s1	1	0
Cc1ccc(CNC(=O)c2cccc3c2C(=O)c2ccc(N4CCOCC4)cc2S3(=O)=O)cc1	-2	4
Nc1nc(COC(=O)C2CC(=O)N(Cc3ccccc3)C2)nc(Nc2ccccc2)n1 (stereo not given)	17	-3
COc1cc(C#Cc2c(-c3cncn3C)n(C)c3ccc(-c4ccc5[nH]ccc5c4)cc23)cc(OC)c1	-1	15
C=CC[C@@H](CC(=O)N[C@@H](CO)Cc1ccccc1)C(=O)N[C@H](COC(=O)[C@@H](CC=C)Cc1ccc(F)cc1)Cc1ccccc1	0	2
CCN1C(=O)[C@@H]2[C@H](C1=O)[C@@H]1C(=O)Nc3ccccc3C(=O)N1[C@@H]2c1cccc(C)c1	0	4
NC(=O)c1cc([N+](=O)[O-])ccc1NCc1cccc2ccccc12	-1	-8
CC1CCC(NC(=O)c2cc(C3CC3)nn2-c2ccccc2)CC1 (stereo not given)	-3	-2
O=C(COC(=O)c1ccc(Br)o1)c1ccc(S(=O)(=O)N2CCCCC2)cc1	-1	-2
N#Cc1c2ccc([N+](=O)[O-])cc2[n+]([O-])n1-c1ccccc1	-3	3
COC(=O)Cc1ccc(NC(C)=O)cc1	-2	3
Cc1ccc(NC(=O)c2nc[nH]c2C(=O)NCCCCNC(=O)c2[nH]cnc2C(=O)Nc2ccc(C)cc2)cc1	-2	6
C[C@H]1CN([C@@H](C)CO)C(=O)Cc2cc(NC(=O)CCC(F)(F)F)ccc2O[C@H]1CN(C)C(=O)Nc1ccc(F)cc1	0	10

# By substructure: the compounds so far containing an NH in an aromatic ring (two)
SMILES	GSK3 alpha inh	DYRK1A inh
COc1cc(C#Cc2c(-c3cncn3C)n(C)c3ccc(-c4ccc5[nH]ccc5c4)cc23)cc(OC)c1	-1	15
Cc1ccc(NC(=O)c2nc[nH]c2C(=O)NCCCCNC(=O)c2[nH]cnc2C(=O)Nc2ccc(C)cc2)cc1	-2	6

# Continuation.
SMILES	GSK3 alpha inh	DYRK1A inh
O=C(C[C@@H]1C/C=C\C[C@H](NC(=O)OCC2c3ccccc3-c3ccccc32)C(=O)OC[C@@H]2CCCN2C1=O)NCCO	-3	6
COc1ccc(S(=O)(=O)N(C)C[C@@H]2Oc3ccc(NC(=O)Nc4c(C)noc4C)cc3C(=O)N([C@H](C)CO)C[C@@H]2C)cc1	-3	2
NC(=O)c1ccccc1OCC(=O)N1CCC(Cc2ccccc2)CC1	-4	-6
COC(=O)Cc1csc(NC(=O)c2ccc3ncsc3c2)n1	0	5
COc1ccc([N+](=O)[O-])cc1NS(=O)(=O)c1ccc(C(=O)N2CCCC2)cc1	-4	8
COc1ccc(CC(=O)OCCc2cc3cc(OC)c(OC)cc3c(=O)o2)cc1	11	3
COc1c2ccc(OCC/C(C)=C/C(=O)C=C(C)C)cc2nc2occc12	-2	5
Clc1ccccc1-c1ccc2ncnc(NCc3ccc4c(c3)OCO4)c2c1	-2	7
CS(=O)(=O)c1ccc(-c2sc3ccccc3c2C(=O)N2CCN(c3ccc(F)cc3)CC2)cc1	-5	4
C[C@@]12CCC3[C@@](CCC4[C@@]3(C)CCC[C@@]4(C)C(=O)N3CCCCC3)(CC1=O)C2 (stereo not given in full)	1	6
Cc1nc(SCc2nc3c([N+](=O)[O-])cccc3[nH]2)c2oc3ccccc3c2n1	-5	-13
CCOc1cc(N2CCOCC2)c(OCC)cc1NC(=O)COC(=O)C1CCCN1S(=O)(=O)c1ccccc1F (stereo not given)	-4	3
Cc1cc(Br)ccc1NC(=O)CNC(=O)CSc1nccn1C	-3	-1
Cc1ccc([N+](=O)[O-])cc1S(=O)(=O)Nc1ccc(C(=O)N2CCN(C(=O)c3ccco3)CC2)cc1	-1	-6
Cc1noc(C)c1S(=O)(=O)Nc1ccc2c(c1)CC(=O)N([C@H](C)CO)C[C@H](C)[C@@H](CN(C)CC1CC1)O2	1	2

# (list continues)
SMILES	GSK3 alpha inh	DYRK1A inh
C[C@H](CO)N1C[C@H](C)[C@@H](CN(C)Cc2ccccc2)Oc2c(NS(=O)(=O)c3cn(C)cn3)cccc2C1=O	-1	-2
O=C(COC(=O)CNC(=O)c1ccccc1Cl)Nc1cc(C(F)(F)F)ccc1Cl	-1	1
CC(Sc1nnc(C2CC2)n1C)C(=O)Nc1ccc2c(c1)CCC2 (stereo not given)	-2	-1
C[C@H](CO)N1C[C@H](C)[C@@H](CN(C)C(=O)NC2CCCCC2)Oc2ccc(NS(=O)(=O)c3ccccc3)cc2C1=O	-1	11
COc1cccc(NC(=O)CN(C)C(=O)c2cc(S(=O)(=O)N3CCCCCC3)ccc2OC)c1	3	-2
COc1ccc(Cl)cc1NC(=O)CN(C)CC(=O)NCc1ccc(F)cc1	2	8
CC1CCN(C(CNS(=O)(=O)c2ccccc2)c2ccccc2)CC1 (stereo not given)	-1	7
Cc1cc(NC(=O)CSCC(=O)OCC(=O)Nc2ccc(OC(F)F)cc2)no1	0	2
CCc1onc(C)c1C(=O)Nc1ccc(N2CCOCC2)cc1	-1	-1
OC(CN1CCN(c2cccc(Cl)c2)CC1)C(c1ccccc1)c1ccccc1 (stereo not given)	-5	10
COc1ccc2sc(-c3ccc(N(C)C)cc3)c(C#CCO)c2c1	2	4
COc1ccc(NC(=O)CCc2ccccc2)cc1S(=O)(=O)N1CCCCC1	3	-2
Cc1[nH]c(SCC(=O)Nc2cc(C(N)=O)cc(C(N)=O)c2)nc1Cc1ccccc1	0	-1
CCN(C[C@H]1N[C@@](Cc2ccccc2)(C(=O)OC)[C@H]2C(=O)N(C)C(=O)[C@@H]12)C(=O)Nc1ccc(F)cc1	-2	-6
CC(NC(=O)CNC(=O)c1ccccc1F)c1ccc(-n2ccnc2)cc1 (stereo not given)	0	-3

# Later entries
SMILES	GSK3 alpha inh	DYRK1A inh
C=C(C)C(=O)Nc1cccc(C2=NOC3(C2)C[C@H](C(N)=O)N(C(=O)C(c2ccccc2)c2ccccc2)C3)c1 (stereo not given in full)	-1	11
CCCn1nc(C(=O)NC2CCCC2)c2ccccc2c1=O	-1	0
CN(c1ccc(OC(=O)c2ccc(-n3cncn3)c([N+](=O)[O-])c2)cc1)S(=O)(=O)c1ccccc1	-1	1
Cn1nnnc1Sc1ncnc2scc(-c3cc4ccccc4o3)c12	-1	18
COc1cc(S(=O)(=O)Nc2ccccc2N2CCCCC2)ccc1NC(C)=O	2	-2
COc1ccc(N(C)S(=O)(=O)c2cccc(C(=O)OCC(=O)N(C)c3ccccc3)c2)cc1	1	4
CN(C)C1=NC[C@H](Cc2ccccc2)N1CCc1cccc(F)c1	0	6
CCn1c(SCC(=O)Nc2cccc(S(=O)(=O)N(C)c3ccccc3)c2)nnc1C1CC1	-1	11
CC(C)(C)OC(=O)C[C@@H]1C/C=C\C[C@H](CC(=O)N[C@H](CO)Cc2ccccc2)C(=O)N[C@H](Cc2ccccc2)COC1=O	2	-9
COc1ccc(C(=O)Nc2ccc3c(c2)OCCO3)cc1S(=O)(=O)N1CCOCC1	-3	-8
COc1ccc(CNC(=O)CCNS(=O)(=O)c2ccc(NC(C)=O)cc2)cc1OC	-4	-1
O=C(N/N=C/c1ccsc1)c1ccc2c(c1)OCO2	1	-1
CCOC(=O)[C@H]1[C@H]2COc3ccc(Cl)cc3[C@@H]2N2C(=O)c3ccc(C)cc3NC(=O)[C@@]12C	-3	7
O=C(NCCCN1CCOCC1)c1cccc(S(=O)(=O)Nc2ccc(F)cc2)c1	-2	1
Cc1ccc(NC(=O)CSc2nc(N)cc(=O)[nH]2)cc1S(=O)(=O)N1CCCCC1	-1	5

# The list goes on.
SMILES	GSK3 alpha inh	DYRK1A inh
CCCCN1C(=O)C(=O)N(CC(=O)Nc2ccccc2C(C)=O)C1=O	-3	-1
O=C(CC1CC2CCC1C2)N1CCN(S(=O)(=O)c2ccccc2[N+](=O)[O-])CC1 (stereo not given)	-2	0
COc1ccc(NC(=O)CSc2ccc(NC(C)=O)cc2)cc1S(=O)(=O)N1CCOCC1	-1	-1
Cn1cnnc1SCC(=O)Nc1ccc(N2CCCCC2)cc1	2	1
O=C(CNC(=O)c1ccc(Br)o1)NCC1COc2ccccc2O1 (stereo not given)	-2	-3
COc1cccc(CNC(C)C(=O)Nc2ccc(S(=O)(=O)N3CCCC3)cc2)c1 (stereo not given)	2	7
Cc1ccnc2nc(C(=O)OCC(=O)N(Cc3ccccc3)C(C)C)nn12	-2	-2
C[C@@H](NC(=O)Cn1cnc2c(OCc3ccccc3)ncnc21)c1cccc2ccccc12	-1	-3
COc1ccc(S(=O)(=O)N2CCCCC2)cc1NC(=O)CN1C(=O)NC(C)(C2CC2)C1=O (stereo not given)	0	4
CCCCCCN[C@H]1CCC2C3CC=C4C[C@@H](O)CC[C@]4(C)C3CC[C@@]21C (stereo not given in full)	5	0
CC(C(=O)NC(=O)NC1CCCCC1)N1CCN(c2ccc(O)cc2)CC1 (stereo not given)	-2	-1
COc1ccc(NC(=O)c2ccc(S(=O)(=O)N3CCCC3)cc2)cc1OC	1	-6
CNS(=O)(=O)c1ccc(C(=O)NCC(=O)NCC2COc3ccccc3O2)cc1 (stereo not given)	2	9
O=C(COC(=O)CCC1CCCC1)Nc1ccc(F)cc1Cl	-2	1
Cc1cc(Cl)ccc1NC(=O)CSc1n[nH]c(N)n1	3	-2

# Some of these compounds in order of the DYRK1A inh value, ascending:
SMILES	GSK3 alpha inh	DYRK1A inh
COc1ccc(NC(=O)CSc2ccc(NC(C)=O)cc2)cc1S(=O)(=O)N1CCOCC1	-1	-1
Cn1cnnc1SCC(=O)Nc1ccc(N2CCCCC2)cc1	2	1
COc1ccc(S(=O)(=O)N2CCCCC2)cc1NC(=O)CN1C(=O)NC(C)(C2CC2)C1=O (stereo not given)	0	4

# Further records
SMILES	GSK3 alpha inh	DYRK1A inh
O=C(c1cc(S(=O)(=O)NCc2ccco2)ccc1Br)N1CCOCC1	-2	3
C=CCC[C@H](Cc1ccc(F)cc1)C(=O)OC[C@@H](Cc1c[nH]c2ccccc12)NC(=O)[C@H](CC=C)CC(=O)N(CCO)Cc1ccccc1	2	-13
Cc1nn(CC(=O)Nc2ccc3c(c2)OCCO3)c(C)c1[N+](=O)[O-]	-2	-1
C[C@@H]1CN([C@H](C)CO)C(=O)Cc2cc(NC(=O)CCC(F)(F)F)ccc2O[C@@H]1CN(C)C(=O)NC1CCCCC1	-3	-11
O=C(/C=C/Nc1ccc(Br)cn1)c1cccc(OC(F)F)c1	2	-1
CC(=O)N1CCN(C(=O)CCNS(=O)(=O)c2ccc(Br)cc2)CC1	-1	1
COc1ccc(SC[C@H](C)CN2CC[C@H](C)CCC2=O)cc1	-2	9
N#Cc1ccc(OCC(=O)OCC(=O)Nc2sccc2C(N)=O)cc1	4	8
c1ccc([C@H]2CNCCN2CCc2cccc3ccccc23)cc1	-1	9
CCCn1nc(C(=O)NNC(=O)c2ccc(OC(F)F)cc2)c2ccccc2c1=O	-2	2
c1ccc(NC2=NCCN2CCCC2CCCCC2)cc1	-3	1
C=CC[C@@H](CC(=O)N(CCO)Cc1ccccc1)C(=O)N[C@H](COC(=O)[C@@H](CC=C)Cc1ccc(F)cc1)Cc1ccccc1	2	5
CC(C)C[C@@H]1CN=C(N)N1C[C@@H]1CCCN1C[C@H](C)N1C[C@@H](Cc2ccccc2)N(CCc2ccc(Cl)c(Cl)c2)C1=N	14	15
C[C@@H](CSc1ccc(Br)cc1)CN1CC[C@H](C(C)(C)C)CCC1=O	-5	4
CC(=O)Nc1ccc(C(=O)COC(=O)CN2C(=O)NC3(CCCCC3C)C2=O)cc1 (stereo not given)	10	4

# Further results follow.
SMILES	GSK3 alpha inh	DYRK1A inh
C=C1C[C@]23C[C@@]1(O)CC[C@H]2[C@@]12C=C[C@H](O)[C@@](C)(C(=O)O1)[C@H]2[C@@H]3C(=O)O	-1&-1	-1
CC(=O)NC12CC3CC(C1)CC(C(=O)N1CCN(S(=O)(=O)c4cccs4)CC1)(C3)C2	-1	3
CC(C)[C@H](NC(=O)c1ccccc1Cl)C(=O)OCC(=O)Nc1ccc(S(=O)(=O)N2CCOCC2)cc1	3	2
Cc1cc(C)c(C)c(S(=O)(=O)N2CCN(C(=O)c3cc(S(=O)(=O)N4CCOCC4)ccc3F)CC2)c1C	-3	-2
COc1ccc(NC(=O)COC(=O)CO/N=C(\C)c2ccc3c(c2)OCO3)cc1S(N)(=O)=O	1	0
CCN1CCC[C@H]1CNC(=O)c1c(OC)ccc(Br)c1OC	-5	-1
C[C@@H]1CN([C@@H](C)CO)C(=O)c2cccc(NC(=O)Nc3ccccc3)c2O[C@H]1CN(C)C(=O)Nc1cccc2ccccc12	-3	4
Cc1noc(C)c1NC(=O)Nc1ccc2c(c1)C(=O)N([C@H](C)CO)C[C@H](C)[C@@H](CN(C)S(C)(=O)=O)O2	6	48
C[C@H](CO)N1C[C@H](C)[C@@H](CN(C)S(=O)(=O)c2ccccc2)Oc2c(NS(=O)(=O)c3cccs3)cccc2C1=O	0	7
COC(=O)CCNS(=O)(=O)c1ccc2nsnc2c1	-3	-6
C[C@H](CO)N1C[C@H](C)[C@@H](CN(C)C(=O)NC2CCCCC2)Oc2c(NC(=O)C3CCCCC3)cccc2C1=O	-2	-4
CN(C)S(=O)(=O)c1ccc(Cl)c(NC(=O)C2CCN(S(=O)(=O)c3cccs3)CC2)c1	0	1
CCOC(=O)c1c(C)[nH]c(C(=O)COC(=O)c2ccc([N+](=O)[O-])o2)c1C	-3	-3

# Assay outcomes (PubChem)

# Only part of the results is shown. The share of hits here may be higher or lower than overall.
